# Bioassay records: PubChem BioAssay, National Center for Advancing Translational Sciences (NCATS)
# NPSR antagonist – antagonists of human neuropeptide S receptor cAMP signaling. actives 1% (n = 220,000). Potency, µM (doses to about 38.3 µM), without a hit: top-dose activity change, negative = inhibition, hits mostly inhibitors. CHO-NPSR cells, cAMP TR-FRET, antagonist mode; note: potency is the fitted concentration of half-maximal effect; % is set by controls: 0 for no effect and ±100 for the full control effect; nearly all actives have a fitted effect of over 50% in size; many of its hits are not listed in these tables
# Target sequence (Q6W5P4 whole entry, looked up): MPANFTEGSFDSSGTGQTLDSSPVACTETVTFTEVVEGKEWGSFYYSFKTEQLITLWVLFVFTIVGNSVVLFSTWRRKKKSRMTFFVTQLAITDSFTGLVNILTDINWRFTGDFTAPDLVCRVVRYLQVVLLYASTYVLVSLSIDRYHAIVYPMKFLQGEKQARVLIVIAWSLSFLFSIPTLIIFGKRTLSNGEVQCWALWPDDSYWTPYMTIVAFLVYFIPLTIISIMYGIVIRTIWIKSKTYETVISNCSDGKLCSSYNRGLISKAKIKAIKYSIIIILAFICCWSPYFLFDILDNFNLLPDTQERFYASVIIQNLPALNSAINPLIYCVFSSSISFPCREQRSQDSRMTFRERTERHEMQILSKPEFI
# HttQ103 aggreg – inhibitors of mutant huntingtin aggregate formation in PC12 cells; PC12 HttQ103-GFP aggregates, Acumen cytometry, 40 h; Potency, µM (titrated, usually from 46.1 µM), for inactives: at the top dose activity change, negative = inhibition, most hits filed as inhibitors; actives 1.1% (n = 220,000); note: potency is the fitted concentration of half-maximal effect; % is set by controls: 0 for no effect and ±100 for the full control effect; nearly all actives have a fitted effect of over 60% in size
#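 Compounds (qHTS titration) were added to PC12 cells expressing an ecdysone-driven HTT exon 1 Q103–GFP fusion after induction with 100 nM tebufenozide. Aggregate formation was measured as GFP objects in cell lysates.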
# IMPase Li cell – cell-permeable IMPase inhibitors with lithium potentiation; CHO-M1 cells, IP1 TR-FRET (IP-One), carbachol + lithium; actives 0.35% (n = 210,000); Potency, µM (series often up to 59.4 µM), inactives show top-dose activity, negative = IMPase inhibition, most hits filed as inhibitors; AID 1457;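 note: IP1 builds up when IMPase is blocked and the TR-FRET signal falls; potency is the fitted concentration of half-maximal effect; plate controls were basal vehicle for no effect and high inhibitor control for full effect; nearly all actives have a fitted effect of over 50% in size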
#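 Lithium-sensitised IP1 accumulation assay; M1-expressing CHO cells treated 30 min at 37C with compound. Competitive antibody detection by time-resolved FRET followed a 10 min room-temperature lysis step.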
# Epigenetic reg – epigenetic control regulation, reporter derepression. murine LDR cells, GFP reporter derepression, 30 h. Potency, µM (doses to about 53.9 µM), inactives show top-dose GFP activation, actives largely listed as activators. actives 0.2% (n = 280,000); note: potency is the fitted concentration of half-maximal effect; % of control where 0% means no effect; nearly all actives have a fitted effect of over 60% in size
#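 Readout is the number of GFP-expressing murine LDR cells, counted by cytometry following washing. Cells were treated with compound for 30 h at 37 C; the stably integrated CMV-GFP locus is normally silent.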
# KinaseGlo FLuc – counter-screen: inhibitors of Kinase-Glo firefly luciferase; Q27757; Kinase-Glo luciferase, ATP luminescence, 8 min; Potency, µM (top dose mostly 38.3 µM), for inactives: at the top dose activity change, negative = inhibition, usual class: inhibitors; actives 0.28% (n = 200,000); note: potency is the fitted concentration of half-maximal effect; % is set by controls: 0 for no effect and ±100 for the full control effect; nearly all actives have a fitted effect of over 60% in size
#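 Compounds were added to a substrate mix at pH 7.2 (50 mM imidazole, 10 uM ATP, within the enzyme's linear range), followed by Kinase-Glo detection reagent; luminescence was measured after 8 minutes at ambient temperature.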
# CBFb RUNX1 block – blocks binding between human CBF-beta and RUNX1; 230,000 tested, under 10 active; AlphaScreen CBFb-His/RUNX1-biotin binding, biochemical; Potency, µM (top dose mostly 59.8 µM), without a hit: at the highest dose activity, negative = inhibition, actives largely listed as inhibitors; AID 1477; note: % of control where 0% means no effect
#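 CBFb-His/RUNX1-biotin, 30 nM each, preincubated 20 min RT; compound 15 min RT; Ni + streptavidin beads 50 ng each, 90 min RT; AlphaScreen read.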
# LMNA splice mod – LMNA splicing modulation; HeLa LMNA splicing GFP/RFP minigene ratio, 48 h; Potency, µM (doses to about 46.1 µM), without a hit: at the highest dose ratio change, negative = inhibition, actives largely listed as inhibitors; actives 0.01% (n = 200,000); AID 1487; active = well fitted inhibition curve with a large enough effect in the signal ratio, with a control signal flat, not every such curve was filed as active; inconclusive = small, poorly fitted or top-dose-only effect, or effect the other way, or a change in a side signal; the % refers to the signal ratio; note: potency is the fitted concentration of half-maximal effect; % is set by controls: 0 for no effect and ±100 for the full control effect
#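 S3 HeLa cells stably expressing lamin A-EGFP splicing minigene plus DsRed2, 600 cells/well, 48 h compound exposure at 37C. Laser-scanning cytometry; analysed as GFP (500-530 nm)/RFP (575-640 nm) total intensity ratio; 0.5% DMSO vehicle.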
# * marks the source's active call; other numbers are inactive results; ? = inconclusive; · = no result given; & = joins results of further samples; [ ] = another dose, or the depositor's remark. Unless noted, calls come from the whole dose curve; as a rule, active = well fitted curve in the direction sought with a large enough effect; inconclusive = small, poorly fitted or top-dose-only effect, or another doubt; inactive = no such curve, though single readings can be large; an effect the other way counts as inactive or inconclusive. A portion of the library; rates above refer to the full screens.
# The first five entries, ahead of the listing:
SMILES,NPSR antagonist,HttQ103 aggreg,IMPase Li cell,Epigenetic reg,KinaseGlo FLuc,CBFb RUNX1 block,LMNA splice mod
CCOC(=O)CNC(=O)CSc1nnc(-c2ccco2)n1Cc1ccco1,12%[46.1 µM],21%,-22%[38.3 µM],-0.7%,-5%,?,6%
Nc1nnc(SCC(=O)c2ccco2)s1,4%[46.1 µM],13%,12%[38.3 µM],-1.8%,2%,-1%,0%[0.0737 µM]
COCCn1c(-c2ccccc2)csc1=Nc1cccnc1,-22%,?,16%,-0.1%,-3%,-22%,10%[9.22 µM]
Cc1cc2[nH]ncc2cc1NC(N)=S,7%,3%,-5%,0.0%,-5%,-12%,17%[46 µM]
Cn1c(OCc2cccnc2)nc2c1c(=O)n(Cc1ccc(F)cc1)c(=O)n2C,-14%,-19%[9.22 µM],·,3.2%,·,6%,·

# The listing, previewed entries included:
SMILES,NPSR antagonist,HttQ103 aggreg,IMPase Li cell,Epigenetic reg,KinaseGlo FLuc,CBFb RUNX1 block,LMNA splice mod
CCOC(=O)CNC(=O)CSc1nnc(-c2ccco2)n1Cc1ccco1,12%[46.1 µM],21%,-22%[38.3 µM],-0.7%,-5%,?,6%
Nc1nnc(SCC(=O)c2ccco2)s1,4%[46.1 µM],13%,12%[38.3 µM],-1.8%,2%,-1%,0%[0.0737 µM]
COCCn1c(-c2ccccc2)csc1=Nc1cccnc1,-22%,?,16%,-0.1%,-3%,-22%,10%[9.22 µM]
Cc1cc2[nH]ncc2cc1NC(N)=S,7%,3%,-5%,0.0%,-5%,-12%,17%[46 µM]
Cn1c(OCc2cccnc2)nc2c1c(=O)n(Cc1ccc(F)cc1)c(=O)n2C,-14%,-19%[9.22 µM],·,3.2%,·,6%,·
COc1cccc(-c2nn(-c3ccccc3)cc2CN2CCCO2)c1,-8%,13%[9.22 µM],12%,1.0%,-4%,7%,3%[46 µM]
Cn1c2ccccc2c2c(C(=O)N3CCN(c4ccc(F)cc4)CC3)cn(C3CCCC3)c(=O)c21,?,?,8%[38.3 µM],-1.4%,-4%,-25%,?
Cc1ccc(CNS(=O)(=O)c2ccccc2[N+](=O)[O-])cc1,-8%,13%[9.22 µM],36%[activator],0.1%,-1%,-6%,·
Cc1ccc(-c2cc(=O)c3cc(C)ccc3[nH]2)cc1,2%,-13%,3%&1%,1.4%[96.6 µM],-8%[39.9 µM],-10%[89.1 µM],?
O=C(Nc1ccc(Cl)cc1)N(Cc1nc2ccccc2c(=O)[nH]1)Cc1cccs1,?,?,10%,0.0%,0%,-2%,-25%
Cc1c(C(=O)Nc2ccccc2)sc2nc(-c3ccccc3)cn12,-3%[46.1 µM],?,24%[38.3 µM],0.0%,1%,2%,?
CCN(c1ccc(NC(=O)COC(=O)CCc2cc(OC)c(OC)c(OC)c2)cc1)C(C)C,-12%,-2%,12%,2.3%,1%,0%,2%[9.22 µM]
CC1=CC(C)(C)NC(=S)N1c1cccc2ccccc12,10%[46.1 µM],5%,-3%,0.2%,-3%,10%,-3%
O=C(NCc1ccc(Cl)cc1)C(=O)NCC1OCCN1C(=O)c1ccc(Cl)cc1 (configuration not stated),-4%,-27%,0%,0.8%,2%,5%,14%[9.22 µM]
COc1ccc(Cl)cc1NC(=O)CC(C)=O,-2%[46.1 µM],-4%,3%[38.3 µM],-1.5%,9%,-3%,3%

# Reprinted at random: 7 records from the list, in no set order.
SMILES,NPSR antagonist,HttQ103 aggreg,IMPase Li cell,Epigenetic reg,KinaseGlo FLuc,CBFb RUNX1 block,LMNA splice mod
Cn1c(OCc2cccnc2)nc2c1c(=O)n(Cc1ccc(F)cc1)c(=O)n2C,-14%,-19%[9.22 µM],·,3.2%,·,6%,·
COc1ccc(Cl)cc1NC(=O)CC(C)=O,-2%[46.1 µM],-4%,3%[38.3 µM],-1.5%,9%,-3%,3%
CCN(c1ccc(NC(=O)COC(=O)CCc2cc(OC)c(OC)c(OC)c2)cc1)C(C)C,-12%,-2%,12%,2.3%,1%,0%,2%[9.22 µM]
Cc1ccc(-c2cc(=O)c3cc(C)ccc3[nH]2)cc1,2%,-13%,3%&1%,1.4%[96.6 µM],-8%[39.9 µM],-10%[89.1 µM],?
COc1cccc(-c2nn(-c3ccccc3)cc2CN2CCCO2)c1,-8%,13%[9.22 µM],12%,1.0%,-4%,7%,3%[46 µM]
Cc1c(C(=O)Nc2ccccc2)sc2nc(-c3ccccc3)cn12,-3%[46.1 µM],?,24%[38.3 µM],0.0%,1%,2%,?
Nc1nnc(SCC(=O)c2ccco2)s1,4%[46.1 µM],13%,12%[38.3 µM],-1.8%,2%,-1%,0%[0.0737 µM]

# (next part)
SMILES,NPSR antagonist,HttQ103 aggreg,IMPase Li cell,Epigenetic reg,KinaseGlo FLuc,CBFb RUNX1 block,LMNA splice mod
COc1cc2c(cc1OC)C(C(=O)Nc1ccc3c(c1)OCCO3)C1c3ccccc3CCN1C2=O (configuration not stated),-7%[46.1 µM],15%,-7%[38.3 µM],0.0%,0%,-1%,6%[0.0737 µM]
Cc1nnc(C)n1/N=C/c1cccc([N+](=O)[O-])c1,14%,9%,7%,-1.1%,-1%,-8%,3%[46 µM]
CC(C)Nc1nc2n(c(=O)n1)CCN2C(C)C,1%[46.1 µM],2%,1%[38.3 µM],-3.7%,-1%,3%,-3%
COc1cccc(-c2cc(C(F)(F)F)n3nc(N)nc3n2)c1,-13%[46.1 µM],-12%,15%[38.3 µM],-1.1%,6%,16%,-11%
CC1CCN(c2nc3c(c(=O)[nH]c(=O)n3C)n2CCCc2ccccc2)CC1,-8%[46.1 µM],21%,12%[38.3 µM],0.0%,4%,10%,-7%
NC(=O)CS(=O)(=O)c1ccc(Cl)cc1,0%,10%[9.22 µM],-3%,1.1%,2%,3%,-6%[46 µM]
COc1ccccc1N1CCN(C(=O)C2CCCCN2S(=O)(=O)c2ccc(C)cc2)CC1 (configuration not stated),-15%,-6%[9.22 µM],·,-1.0%,·,1%,·
COc1cc(/C=C/C(=O)OCC(=O)Nc2c(C)n(C)n(-c3ccccc3)c2=O)ccc1OCC#N,13%,-4%,3%,0.4%,-2%,13%,·
O=C(Oc1ccccc1C(=O)Nc1ccccc1)c1ccccc1Br,5%,14%,8%,0.0%,2%,5%,3%
C[C@H]1Cc2c(COc3ccccc3)nc3c(c2CO1)CN(C(=O)NCc1ccco1)CC3,·,·,-2%,·,0%[7.66 µM],-1%[13.1 µM],11%[9.22 µM]
Clc1ccc(C2=CC(c3ccco3)n3ncnc3N2)cc1 (configuration not stated),-15%[46.1 µM],-3%,-1%[38.3 µM],3.1%,1%,-2%,10%
